PglD DTNB: PglD (C. jejuni) enzyme inhibition. inhibition, % at 12.5 µM. 360,000 compounds, 0.098% hits. AID 602405. purified PglD enzyme, DTNB colorimetric CoA detection; in the data active = inhibition above about 16%, passing the limit was not always enough; inconclusive = no clear call, values can overlap the other calls; also: strong numbers were not always called active
ARNT TACC3 PPI: disrupts binding between human ARNT and TACC3 | AlphaScreen His-ARNT PAS-B/GST-TACC3 binding, luminescence; TACC3 fragment carries E629A point mutation | inhibition, % at 9.99 µM | 390,000 compounds, 0.66% hits | AID 623870;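 active = mean inhibition of replicates at least 50% and at least half of replicates each reaching 50%; inconclusive = half or more replicates reach 50% but mean below 50%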;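 also: 0% = complete ARNT plus TACC3 wells and 100% = ARNT alone without TACC3; many hits fall short of the cut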
Statin myotox sup: suppressors of simvastatin-induced myotoxicity in C2C12 myotubes; 330,000 compounds, 0.78% hits; rescue of ATP level, % at 7.49 µM; AID 602340; ATP luminescence, 48 h; scaled: DMSO 0, geranylgeraniol control 100;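 active = mean ATP rescue above about 67%, or every replicate alone reaching that limit, limit read from the data, passing the limit was not always enough; inconclusive = no clear call, values can overlap the other calls; inactive = mean under the limit and some replicate under it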;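 also: myotubes were challenged with 10 µM simvastatin during compound exposure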
LGR2 antag: blocks bursicon-induced cAMP signaling via Drosophila LGR2 | 380,000 compounds, 0.35% hits | inhibition, % at 9.99 µM | HEK293 LGR2, CRE-luciferase, bursicon-stimulated, 4 h;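 active = drop in luminescence signal, shown as inhibition above about 50% in the replicate tests, limit read from the data, passing the limit was not always enough; inconclusive = probably only some replicates passing the limit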;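 also: agonist challenge used bursicon conditioned medium at about half maximal strength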
Cneo AK release: causes C. neoformans cell lysis. adenylate kinase release luminescence, 4 h; normalised: neutral wells 0, clomiphene wells 100. lysis activity, % at 15 µM. 360,000 compounds, 0.2% hits;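 active = mean lysis activity across replicates of at least 80%, whatever share of replicates individually reach that level; inactive = mean lysis activity below 80%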
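Material: C. neoformans cells; Schedule: 4 h static compound exposure, 37 °C, read 1 h post-reagent; Measured by: adenylate kinase release luminescence; Read-out: signal increase indicating cell lysis; Controls: Clomiphene as positive lysis control.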
PGC1a acetyl inh: lowers PGC1a acetylation signal in U2OS cells. AlphaScreen anti-acetyl-lysine; with virally co-expressed GCN5 acetyltransferase. inhibition, % at 15.6 µM. 350,000 compounds, 0.17% hits. AID 651687;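 active = every replicate shows inhibition of at least 40%; inconclusive = mean inhibition at least 40% but some replicate below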;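 also: 0% = neutral control wells and 100% = positive control wells; some results beyond the cut were filed as inactive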
PAX8 inh HTS: inhibitors of PAX8 transcriptional activity in RMG-I cells; 360,000 compounds, 1.2% hits; RMG-I TPO-luciferase reporter, SteadyGlo, 24 h; inhibition, % at 12.6 µM;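 active = mean replicate inhibition at least 60% with every replicate also reaching 60%; inconclusive = only one of the two criteria is met; inactive = mean below 60% and not all replicates reaching 60%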;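 also: luciferase light reporting Pax8 driven TPO promoter activity; plate controls were median of neutral control wells for no effect and mitoxantrone controls for full effect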
INS-1E GSIS act: primary screen for activators of insulin secretion dependent on glucose, INS-1E cells, GLuc reporter luminescence. activation, % at 16.6 µM. 370,000 compounds, 0.61% hits. AID 743287. INS-1E GLuc reporter insulin secretion, 2-3 h;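 active = lowest replicate activation of at least 40%, so every replicate reaches that level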;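 also: 0% = median of neutral control wells and 100% = median of IBMX positive control wells; some compounds called inactive have numbers as strong as hits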
* marks the source's active call; other numbers are inactive results; u = inconclusive; x = not tested or not shown. Not a hit list, and some 2.9% of all compounds hit somewhere here.

Values in the order: PglD DTNB | ARNT TACC3 PPI | Statin myotox sup | LGR2 antag | Cneo AK release | PGC1a acetyl inh | PAX8 inh HTS | INS-1E GSIS act
CC(C)CC(=O)NC(=S)Nc1ccc(NC(=O)c2ccco2)cc1
    -1 | -5 | -4 | -1 | 2 | 6 | 1 | 8
Cc1ccc(-c2cc(C(=O)NCC3(N(C)C)CCCCC3)c3ccccc3n2)o1
    0 | x | -10 | 4 | -1 | 1 | -32 | x
CCNC(=O)C[C@@H]1CC[C@@H]2[C@H](COc3ccc(NC(=O)Nc4cccc(F)c4)cc3C(=O)N2C)O1
    -1 | 2 | -4 | -13 | -3 | -1 | -4 | 0
COc1cccc(-c2cc(CNC(=O)[C@H]3O[C@@H](n4ccc(=O)[nH]c4=O)[C@H](O)[C@@H]3O)no2)c1
    3 | x | 4 | 6 | 0 | 13 | -2 | 3
CC(C)CCn1c(SCC(=O)c2ccccc2)nc2c1c(=O)[nH]c(=O)n2C
    6 | 18 | 10 | x | -4 | x | x | x
COc1ccc(CNC(=O)c2c(-c3cc(Cl)c(OC)c(Cl)c3)noc2C)cc1
    4 | -7 | 5 | -7 | 3 | -11 | -15 | 0
Cc1cc(NC(=O)C2CC(c3ccc(F)cc3)=NO2)no1 (configuration not stated)
    -2 | -6 | 11 | -6 | -1 | 1 | -6 | x
O=C1CN(Cc2ccccc2)C[C@@H]2[C@@H](c3ccc(Br)cc3)[C@@H](CO)N12
    x | x | x | 13 | x | -13 | 27 | -6
CC1CCCN(C(C(=O)Nc2ccc(C(C)C)cc2)c2ccc3c(c2)OCO3)C1 (configuration not stated)
    -73 | 0 | 18 | 7 | 2 | -6 | 27 | -5
CCCc1cc(=O)[nH]c(SCC(=O)Nc2ccc(N3CCCCC3)cc2)n1
    0 | -2 | -14 | -2 | 2 | -7 | 12 | 2
Cc1cc2cc3c(cc2nc1SCC(=O)O)OCCO3
    0 | 6 | 2 | 6 | 4 | 4 | x | 15
O=C(CSC1=NCCS1)N1CCCC1
    -8 | -4 | -4 | x | 4 | -13 | x | x
C[C@H](CO)N1C[C@H](C)[C@H](CN(C)S(=O)(=O)c2ccc(Cl)cc2)Oc2ccc(NS(=O)(=O)c3ccc(Cl)cc3)cc2CC1=O
    0 | 27 | 9 | 5 | 3 | 5 | 8 | -9
Nc1nnc(COc2ccc(Br)cc2Br)s1
    -1 | 4 | 10 | -22 | -7 | 3 | x | 13
CCc1nc(N2CCN(C(=O)CCCl)CC2)c2c3c(sc2n1)CCCC3
    -2 | x | 4 | x | -1 | -4 | 1 | x
C=CCOC(=O)C1=C(C)NC(C)=C(C(=O)OCC=C)C1c1cccs1
    -1 | 4 | x | 24 | -2 | 0 | x | -55
COc1ccc(NC(=O)c2oc3ccccc3c2NC(=O)c2ccc(OC)c(OC)c2)c(OC)c1
    x | 28 | x | 7 | x | 1 | -41 | 3
O=C(O)CCc1ccc(-c2ccccc2)n1NC(=O)c1sc2ccccc2c1Cl
    -1 | 1 | 12 | x | 1 | 11 | x | x
Cc1ccc(C)c(NC(=S)NC2CC3CCC(C2)N3Cc2ccco2)c1 (configuration not stated)
    -2 | -1 | -15 | -13 | -1 | 13 | x | 7
O=C(NC1CCCCC1)[C@H](CSCc1ccccc1)N1Cc2ccccc2C1=O
    2 | 1 | -4 | 21 | 1 | -17 | 1 | -22

Molecules above that have four or more nitrogen atoms, in the order listed:
Values in the order: PglD DTNB | ARNT TACC3 PPI | Statin myotox sup | LGR2 antag | Cneo AK release | PGC1a acetyl inh | PAX8 inh HTS | INS-1E GSIS act
CCNC(=O)C[C@@H]1CC[C@@H]2[C@H](COc3ccc(NC(=O)Nc4cccc(F)c4)cc3C(=O)N2C)O1
    -1 | 2 | -4 | -13 | -3 | -1 | -4 | 0
COc1cccc(-c2cc(CNC(=O)[C@H]3O[C@@H](n4ccc(=O)[nH]c4=O)[C@H](O)[C@@H]3O)no2)c1
    3 | x | 4 | 6 | 0 | 13 | -2 | 3
CC(C)CCn1c(SCC(=O)c2ccccc2)nc2c1c(=O)[nH]c(=O)n2C
    6 | 18 | 10 | x | -4 | x | x | x
CCCc1cc(=O)[nH]c(SCC(=O)Nc2ccc(N3CCCCC3)cc2)n1
    0 | -2 | -14 | -2 | 2 | -7 | 12 | 2
CCc1nc(N2CCN(C(=O)CCCl)CC2)c2c3c(sc2n1)CCCC3
    -2 | x | 4 | x | -1 | -4 | 1 | x

The results go on:
Values in the order: PglD DTNB | ARNT TACC3 PPI | Statin myotox sup | LGR2 antag | Cneo AK release | PGC1a acetyl inh | PAX8 inh HTS | INS-1E GSIS act
CCN1C(=O)N(C)[C@@H](c2ccccc2)C(C(C)=O)=C1C
    x | -1 | -4 | 8 | -1 | x | -8 | 22
CCSc1nnc(NC(=O)CCn2c(=O)oc3ccccc32)s1
    4 | x | 9 | x | 3 | -14 | -17 | x
Cn1c(CSCc2ccc(Cl)cc2)nnc1SCC(=O)Nc1nccs1
    1 | -8 | 3 | 1 | -1 | 5 | x | 9
Cc1ccc(Cn2c(CCCO)nc3ccccc32)cc1
    -8 | 0 | -11 | x | 2 | x | 15 | x
COc1cc(NC(=O)Cn2ccsc2=N)c(C)cc1[N+](=O)[O-]
    x | -1 | x | 11 | x | x | -13 | -2
CCN(CC)CC(C)(C)COC(=O)c1oc2ccccc2c1C
    -6 | 10 | x | -10 | 0 | 0 | -1 | 12
c1ccc(OCCN2CCN(C(c3ccccc3)c3ccccc3)CC2)cc1
    4 | 4 | 23 | 3 | 19 | -12 | 11 | x
Cc1noc(C)c1NC(=O)Nc1ccc2c(c1)C(=O)N([C@H](C)CO)C[C@H](C)[C@H](CN(C)S(C)(=O)=O)OCCCC[C@@H](C)O2
    3 | -1 | x | 8 | 1 | 1 | x | 11
C[C@H](CO)N1C[C@H](C)[C@@H](CN(C)Cc2ccc(C(F)(F)F)cc2)Oc2c(NS(=O)(=O)c3ccc(F)cc3)cccc2C1=O
    -1 | 1 | 27 | 5 | -7 | -16 | 7 | -14
CN1CCN(C(=O)C[C@H]2CC[C@@H]3[C@H](COC[C@@H](O)CN3C(=O)C3CCCC3)O2)CC1
    1 | 8 | -8 | 7 | -2 | 2 | 1 | 12
CC(=O)Nc1sc2c(c1C(N)=O)CCC2
    -3 | 0 | 14 | 17 | -3 | 1 | x | 20
C[C@@H]1CN([C@@H](C)CO)C(=O)Cc2cc(NS(=O)(=O)c3cn(C)cn3)ccc2O[C@@H]1CN(C)S(=O)(=O)c1ccc(F)cc1
    x | x | 0 | 6 | x | 20 | x | 6
CCCN(CCC)CC(O)CN(c1ccccc1)S(=O)(=O)c1ccc(C)cc1 (configuration not stated)
    -1 | -1 | -9 | x | 0 | 9 | x | x
COc1ccccc1C(=O)Nc1ccnn1C1CCN(C/C=C/c2ccc(F)cc2)CC1
    1 | 5 | x | 20 | 1 | 2 | x | -17
O=C(CSc1nncn1-c1ccccn1)Nc1ccccc1Cl
    -4 | 14 | 4 | 4 | -1 | -6 | 3 | -5
COc1ccc(C(=O)C(=O)c2ccc(OCCO)cc2)cc1
    2 | 8 | 0 | -11 | 0 | x | -11 | 7
CN1CCCc2cc(C#N)c(=O)[nH]c21
    -2 | -3 | 6 | x | 1 | -5 | x | x
O=C(c1cccc(F)c1)N1CC[C@@H]2[C@H]1c1cc(C#Cc3cccc(F)c3)ccc1N[C@@H]2CO
    -5 | -11 | 0 | -6 | 3 | 1 | -7 | 9
COc1ccc(S(=O)(=O)Nc2ccc3c(c2)C(=O)N([C@H](C)CO)C[C@@H](C)[C@@H](CN(C)S(=O)(=O)c2cn(C)cn2)OCCCC[C@H](C)O3)cc1
    -3 | -1 | x | -1 | 1 | 16 | -16 | -6
O=C(Cn1cnc2ccccc21)c1ccc(Br)cc1
    1 | 1 | 3 | -14 | 1 | 2 | -11 | 7
CO/N=C\CC(=O)Nc1ccc(Oc2ccccc2)cc1
    6 | -3 | -47 | -21 | 6 | 7 | 42 | -10
COc1ccc(NC(=O)CSc2nnc3n2CCCCC3)cc1S(=O)(=O)N1CCOCC1
    -4 | -17 | 3 | 9 | 0 | 11 | -4 | 4
Cc1ccc(-c2nc(CN(C)C3CCOCC3)c(C)o2)s1
    -1 | 13 | 3 | -23 | 3 | 5 | -4 | -9
Cc1nn(-c2ccccc2)c(N2CCCC2)c1/C=N/NC(=O)c1cc(-c2ccccn2)nc2ccccc12
    x | -6 | x | 6 | x | x | 35 | -29
C[C@H]1CN([C@@H](C)CO)C(=O)Cc2cc(NC(=O)Nc3ccccc3)ccc2O[C@@H]1CN(C)Cc1ccccc1
    -1 | 7 | -11 | 9 | -4 | u | 8 | -21
O=C(CSc1cn(Cc2ccccc2)c2ccccc12)NCc1ccc(F)cc1
    4 | -6 | -41 | -4 | 0 | x | 18 | 15
CCOc1cc(CN2CCN(c3cccc(C(F)(F)F)c3)CC2)ccc1O
    -3 | 2 | 14 | x | 3 | -2 | x | x
Cc1ccc(S(=O)(=O)N2CCC(C(=O)Nc3ccncc3)CC2)cc1
    -4 | 0 | -24 | -11 | 1 | 9 | 6 | 12
COc1cc(C(=O)Nc2nnc(Cc3ccccc3)s2)cc(OC)c1OC
    -3 | 0 | 25 | -20 | -2 | 8 | 5 | -9
NC(=O)COC(=O)c1ccccc1OCc1ccccc1Cl
    x | -4 | x | 3 | x | -6 | 8 | 28
C[C@@H]1CN([C@@H](C)CO)C(=O)c2cc(NC(=O)CCC(F)(F)F)ccc2O[C@H]1CN(C)S(=O)(=O)c1ccc(F)cc1
    -2 | -2 | -13 | 4 | -2 | 4 | -11 | 19
CCN(CC)CC(=O)Nc1ccc(-c2nc3cc(NC(=O)CN(CC)CC)ccc3o2)cc1
    0 | -2 | 10 | x | -2 | 2 | x | x
Cc1sc(NC(=O)c2cccc(N3C(=O)CCC3=O)c2)nc1-c1ccccc1
    -6 | 0 | -18 | -20 | 2 | -2 | -11 | -34
COc1cccc(S(=O)(=O)N(C)C[C@@H]2Oc3ncc(C#Cc4ccc(OC)c(OC)c4)cc3C(=O)N([C@H](C)CO)C[C@@H]2C)c1
    1 | -7 | -54 | -33 | 0 | x | x | 13
CC(C)NC(=O)Nc1ccc2c(c1)C(=O)N([C@H](C)CO)C[C@H](C)[C@H](CN(C)C(=O)Nc1ccc(F)cc1)OCCCC[C@@H](C)O2
    1 | -7 | x | 5 | -1 | 21 | 4 | 23
Cc1ccccc1NC(=O)CCC(=O)N/N=C/c1cc([N+](=O)[O-])ccc1O
    -1 | 22 | x | 13 | 4 | -7 | 13 | 9
CC(C)(O)C#Cc1ccc(CN2CCN(C3CCCC3)C(CCO)C2)cc1 (configuration not stated)
    x | -8 | x | -12 | x | x | 29 | 5

Reprinted from above for reference:
Values in the order: PglD DTNB | ARNT TACC3 PPI | Statin myotox sup | LGR2 antag | Cneo AK release | PGC1a acetyl inh | PAX8 inh HTS | INS-1E GSIS act
CO/N=C\CC(=O)Nc1ccc(Oc2ccccc2)cc1
    6 | -3 | -47 | -21 | 6 | 7 | 42 | -10
COc1ccc(NC(=O)CSc2nnc3n2CCCCC3)cc1S(=O)(=O)N1CCOCC1
    -4 | -17 | 3 | 9 | 0 | 11 | -4 | 4

Source: PubChem (Broad Institute)
